# Bcl-XL Bim block: inhibitors of Bim-Bcl-XL binding, primary screen, biochemical, multiplexed, bead flow cytometry, human Bcl-XL; Bcl-2-like protein 1 (Homo sapiens), Q07817; Bim peptide-Bcl-XL binding, fluorescence; inhibition, % at 10 µM; 190,000 compounds, 0.04% hits
# Target sequence (Q07817 whole entry, looked up): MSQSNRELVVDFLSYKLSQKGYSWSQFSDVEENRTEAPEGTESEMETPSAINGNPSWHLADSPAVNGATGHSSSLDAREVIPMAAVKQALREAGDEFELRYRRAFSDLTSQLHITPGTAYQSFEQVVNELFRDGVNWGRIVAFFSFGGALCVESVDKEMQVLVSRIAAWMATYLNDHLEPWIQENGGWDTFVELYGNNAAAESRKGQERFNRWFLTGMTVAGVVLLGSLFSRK
# Bfl-1 Bim block: inhibitors of Bim binding to Bfl-1, primary screen, biochemical, multiplexed, bead-based flow cytometry; Bcl-2-related protein A1 (Homo sapiens), Q16548; Bim-Bfl-1 binding inhibition; inhibition, % at 10 µM; 190,000 compounds, 0.12% hits; AID 1008, 2008;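 also: 0% = wells without compound plus tracer and 100% = blocker peptide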
# RGS7-Gao: RGS7-Galphao binding modulators, primary screen, biochemical, multiplexed bead flow cytometry. actives lie on both sides. binding response (% of control), % at 10 µM. 220,000 compounds, 0.35% hits; in the data active = binding response below about 49% or above about 150%; inconclusive = no clear call, values can overlap the other calls; inactive = in between;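 also: fluorescent Galphao held in activated GDP-AlF4 state binding bead-coupled RGS7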
# Bim-Bcl-2: inhibitors of Bim-Bcl-2 binding, primary screen, biochemical, multiplexed, human Bcl-2 family; 190,000 compounds, 0.06% hits; inhibition, % at 10 µM; Bead-based flow cytometry, Bim peptide-Bcl-2 binding; Apoptosis regulator Bcl-2 (Homo sapiens), P10415; in the data active = inhibition above about 40%; inconclusive = no clear call, values can overlap the other calls;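 also: 0% = no compound wells with probe peptide and 100% = reference peptide inhibitor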
# Target sequence (P10415 whole entry, looked up): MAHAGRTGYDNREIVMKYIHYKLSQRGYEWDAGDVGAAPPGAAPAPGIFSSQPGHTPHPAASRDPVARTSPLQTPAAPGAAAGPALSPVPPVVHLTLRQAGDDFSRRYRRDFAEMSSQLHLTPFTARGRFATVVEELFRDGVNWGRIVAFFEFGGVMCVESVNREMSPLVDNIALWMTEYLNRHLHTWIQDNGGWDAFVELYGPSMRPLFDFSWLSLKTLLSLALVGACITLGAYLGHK
# RGS4-Gao reg: modulators of RGS4 binding to Galphao, primary screen, biochemical, multiplexed bead flow cytometry. Guanine nucleotide-binding protein G(o) subunit alpha (Homo sapiens), P09471. 220,000 compounds, 0.33% hits. binding response (% of control), % at 10 µM. actives lie on both sides; in the data active = binding response below about 49% or above about 150%; inactive = in between;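 also: fluorescent Galphao activated with aluminum fluoride binding bead-coupled RGS4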
# Bcl-W Bim block: inhibitors of Bim binding to Bcl-W, primary screen, biochemical, multiplexed, bead-based flow cytometry | Bcl-2-like protein 2 (Homo sapiens), Q92843 | Bim peptide-Bcl-W binding | inhibition, % at 10 µM | 190,000 compounds, 0.02% hits | AID 952, 2007;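 also: 0% = bound tracer without compound and 100% = peptide blocker; higher means less fluorescent Bim peptide bound to Bcl-W beads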
# GSH fluor: compound fluorescence on glutathione beads, profiling panel, artefact control, biophysical, 488/530 nm, flow cytometry; GSH beads flow cytometry, compound fluorescence 488/530 nm; active compounds read high; fluorescence (KMESF) at 10 µM; 190,000 compounds, 0.25% hits; AID 1776, 2009; in the data active = fluorescence above about 89;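 also: glutathione beads carrying GST-tagged Bcl family fusion proteins plus one bare bead set; values are compound well signal with DMSO vehicle wells as background; inactives centre near 16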
# RGS8-Gao: RGS8-Galphao binding modulators, primary screen, biochemical, multiplexed bead flow cytometry | response (percent of control binding), % at 10 µM | AID 1423, 2008 | 220,000 compounds, 0.34% hits | Guanine nucleotide-binding protein G(o) subunit alpha (Homo sapiens), P09471 | actives lie on both sides; in the data active = response below about 60% or above about 140%; inactive = in between;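 also: Galphao activated as the GDP aluminium fluoride complex binding bead-coupled RGS8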
# Mcl-1 Bim block: inhibitors of Bim peptide binding to Mcl-1, primary screen, biochemical, bead-based flow cytometry, multiplex; Induced myeloid leukemia cell differentiation protein Mcl-1 (Homo sapiens), Q07820; Bim peptide-Mcl-1 binding; inhibition, % at 10 µM; 190,000 compounds, 0.1% hits;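 also: 0% = no compound tracer wells and 100% = peptide blocker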
# Target sequence (Q07820 whole entry, looked up): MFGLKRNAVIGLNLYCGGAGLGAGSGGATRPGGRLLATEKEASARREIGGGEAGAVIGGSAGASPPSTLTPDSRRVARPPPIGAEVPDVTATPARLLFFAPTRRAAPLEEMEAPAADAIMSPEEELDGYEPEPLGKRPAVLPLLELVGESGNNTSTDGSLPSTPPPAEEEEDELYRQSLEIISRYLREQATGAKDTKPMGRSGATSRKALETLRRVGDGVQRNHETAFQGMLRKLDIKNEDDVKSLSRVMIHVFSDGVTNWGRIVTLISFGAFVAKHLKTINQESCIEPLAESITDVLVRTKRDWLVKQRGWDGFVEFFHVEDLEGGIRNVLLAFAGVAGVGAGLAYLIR
# Mcl1-Bid inh: Mcl-1/Bid binding inhibitors, primary screen, biochemical, TR-FRET, 1536-well; 220,000 compounds, 0.97% hits; inhibition, % at 21.7 µM; Induced myeloid leukemia cell differentiation protein Mcl-1 (Homo sapiens), Q07820; TR-FRET Mcl-1/Bid-Dy647 peptide binding;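 active = compounds that cut the binding signal by more than half at the single screening dose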;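 also: His-tagged Mcl-1 with europium anti-His antibody binding Bid BH3 peptide; 0% = Mcl-1 plus peptide wells and 100% = peptide-only wells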
# Bim-Bcl-B: inhibitors of Bim-Bcl-B binding, primary screen, biochemical, multiplexed, human Bcl-2 family; bead-based flow cytometry, Bim peptide-Bcl-B binding; inhibition, % at 10 µM; 190,000 compounds, 0.073% hits;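 also: 0% = tracer peptide without compound and 100% = reference inhibitor peptide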
# Target sequence (Q9HD36 whole entry, looked up): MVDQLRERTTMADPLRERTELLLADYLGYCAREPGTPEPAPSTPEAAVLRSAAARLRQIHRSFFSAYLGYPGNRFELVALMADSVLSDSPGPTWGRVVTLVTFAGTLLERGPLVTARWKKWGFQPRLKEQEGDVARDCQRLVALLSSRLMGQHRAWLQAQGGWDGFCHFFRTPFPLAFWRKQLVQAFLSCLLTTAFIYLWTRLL
# An asterisk follows results filed as active; ? = inconclusive. Rule as the data show it, unless noted: active = inhibition above about 40%.
# Second line of a record: Bcl-XL Bim block	Bfl-1 Bim block	RGS7-Gao	Bim-Bcl-2	RGS4-Gao reg	Bcl-W Bim block	GSH fluor	RGS8-Gao	Mcl-1 Bim block	Mcl1-Bid inh	Bim-Bcl-B
Cc1ccc2[nH]c(=O)c(CN(Cc3nnnn3Cc3ccccc3)C3CCCC3)cc2c1
    1	0	91	0	92	0	21	96	0	3	0
COc1ccc([N+](=O)[O-])cc1NC(=O)Cc1c(Cl)cccc1Cl
    0	-3	100	0	99	4	10	99	15	-14	-1
O=S(=O)(c1ccccc1Cl)N1CCCC1c1nc(-c2cccc(Cl)c2)no1 (stereo not drawn)
    -3	-6	96	-7	98	1	52	101	-8	11	-9
O=C(Cn1c(C(F)(F)F)nc2ccccc21)NCCCN1CCOCC1
    -1	0	102	8	104	0	19	104	0	-12	-2
c1csc(-c2nc3ccccc3[nH]2)c1
    0	5	107	-4	111	1	22	110	-1	-1	1
COC(=O)c1sccc1NC(=O)c1ccc(C)o1
    -2	-1	93	-2	93	-4	26	97	-2	-22	-3
C=CCN1C(=O)/C(=C/C=C2/N(CC)c3ccc(S(=O)(=O)N(C)C)cc3N2CC)SC1=S
    1	3	?	11	98	-6	14	97	4	-28	-33
O=C(c1cccs1)N1CCC(C(=O)N2CCN(Cc3ccc4c(c3)OCO4)CC2)CC1
    3	-4	99	1	100	8	11	98	19	-21	-4
CCN1CCN(S(=O)(=O)c2ccc(S(=O)(=O)N(CC)Cc3ccccc3)cc2)CC1
    -3	-10	104	-8	104	0	24	104	0	-8	-8
CC(C)(C)C(=O)N1CCC(O)(CS(=O)(=O)Cc2ccc(Cl)cc2)CC1
    0	-1	91	-2	93	-1	21	95	-1	-20	-3
CCCn1c(SCC(=O)c2ccc3c(c2)OCCO3)nnc1C(C)C
    0	-2	99	0	96	-1	20	96	0	6	-4
C=CCn1c[n+](CC(=O)c2ccc(Br)s2)c2ccccc21
    -2	-2	107	-4	105	-5	11	102	-2	-5	-1
O=C(NCc1cccnc1)C1c2ccccc2C(=O)N1Cc1ccco1 (stereo not drawn)
    7	3	98	2	99	-2	32	98	1	-19	1
COc1cc(C=O)c(Br)cc1OC1CCCC1
    0	0	99	0	102	0	21	101	-1	-19	0
N#CCCN(C(=O)Nc1ccc(Cl)c(Cl)c1)c1ccccc1
    -3	0	97	-1	102	-3	25	104	-5	-2	-9
COC(=O)c1cc(C(=O)Nc2ccc(S(N)(=O)=O)cc2)cc([N+](=O)[O-])c1
    -3	1	99	-1	102	0	26	101	0	-6	2
CCOC(=O)c1cccc(NC(=O)CCc2c(C)nc3ncnn3c2C)c1
    0	0	103	4	115	1	18	106	2	-14	1
CCCNC(=O)Cn1cnc2sc(C(=O)N3CCN(c4ccc(F)cc4)CC3)c(C)c2c1=O
    -3	-13	96	-10	96	2	21	97	-3	14	-4
O=C(NCC1CCCO1)c1ccc(COc2ccc(Br)cc2)cc1 (stereo not drawn)
    -5	-1	98	-1	95	-2	7	87	-5	-7	-4
O=C(c1ccc(-c2ccccc2)cc1)N1CCN(C(=O)c2ccco2)CC1
    2	0	90	3	91	1	13	103	0	-15	0
CC12CCC(c3c(C(=O)Nc4nccs4)nn(-c4ccccc4)c31)C2(C)C (stereo not drawn)
    -2	2	106	-2	107	-3	15	119	0	2	-3
COc1ccccc1Nc1nc(NCCO)c2ccccc2n1
    1	-1	101	-4	103	0	12	100	0	-24	-1
CC(=O)COc1ccccc1OC(=O)c1ccco1
    -3	-6	101	-4	101	-2	28	105	-4	-3	-3
Cc1ccc2nc(C3CCN(C(=O)NCc4ccccc4)CC3)[nH]c2c1
    1	-14	96	-7	96	-1	53	101	0	-21	-10
CC(=O)c1cc2c(cc1NC(=O)C1CCC1)OCO2
    -1	1	98	-3	98	0	13	93	0	-28	-4
COc1ccc(CCNC(=O)c2nn(C)cc2Cl)cc1
    -10	-16	102	-13	101	0	33	102	-4	-10	-8
COc1cccc(NC(=O)Cn2c(=O)n(-c3ccccc3)c(=O)c3sccc32)c1
    0	4	?	4	101	0	14	102	0	-15	1
Cc1ccc(C(=O)N/C(=C\c2cccs2)C(=O)NC2CCCCC2)cc1
    -1	-2	98	-6	100	-5	17	102	-4	-12	0
CCN(CC(=O)Nc1ccc(OC)cc1)CC(=O)Nc1ccc(Cl)cc1F
    -2	-6	100	1	102	-2	14	102	-3	-6	-5
CCCc1nnc(NC(=O)C(C)N2C(=O)C3C4C=CC(C4)C3C2=O)s1 (stereo not drawn)
    -5	-24	94	-8	92	-1	21	97	-4	-15	-8
CC(=O)Nc1ccc(N2C(=O)CC(c3ccccc3)CC2=O)cc1
    3	0	108	1	113	1	15	103	0	-23	0
O=S1(=O)c2ccccc2N=NN1Cc1ccc(Cl)c(Cl)c1
    -2	28	89	7	95	8	8	78	-3	48	-21
O=C(c1ccc2c(c1)OCCO2)N1CCCCC1
    1	-5	99	0	98	1	56	102	0	1	1
O=C(Nc1nc(COc2ccccc2)cs1)C1CCC1
    -25	-24	103	-21	107	-24	32	102	-26	2	-32
Cc1[nH]c2ccccc2c1/C=C/c1nc2ccccc2c(=O)n1CCO
    -14	0	99	0	98	-3	9	101	-22	-17	-4
COc1ccc(-c2cc3nc(-c4ccccc4)cc(N4CCC(O)CC4)n3n2)cc1
    1	-2	98	-2	100	12	10	101	21	-15	-1
COc1cc(NC(=O)c2cccs2)ccc1NC(=O)c1ccccc1Cl
    -2	-4	98	-1	103	-1	13	104	0	-31	-3
CC(=O)C1=C(O)C(=O)N(CC#N)C1c1cccs1 (stereo not drawn)
    -7	-18	99	-9	101	1	28	104	-2	-11	-5
CCCc1[nH]nc2c1C(/C(C)=C/c1ccccc1)C(C#N)=C(N)O2 (stereo not drawn)
    1	-2	99	0	106	0	7	97	2	-52	-2
O=C(Nc1nnc(CSCc2ccc(Cl)cc2)s1)c1cccc([N+](=O)[O-])c1
    -9	-7	98	-9	100	-5	12	96	-3	-21	-7
COC1CCCCC1Nc1cc(C)cc(C)c1 (stereo not drawn)
    -11	-20	105	-17	103	-5	25	106	-6	24	-7
CC(=O)c1ccc(-n2nnnc2SCC(=O)N2CCN(C(=O)c3ccco3)CC2)cc1
    1	1	106	2	101	1	8	101	-2	-27	1
CCC(C)NC(=O)CC1Oc2ccc(Cl)cc2NC1=O (stereo not drawn)
    0	0	96	4	93	-1	22	81	-2	-22	0
C/C(CCc1oc2c(Br)cc(Br)cc2c1-c1ccc(C)o1)=N\O
    -4	4	114	0	103	-1	12	98	-5	26	-7
O=C(NCc1ccccc1F)c1ccc(S(=O)(=O)Nc2cccc(C(F)(F)F)c2)cc1
    -4	-1	104	-2	105	0	12	108	-2	-4	-1
O=c1oc2c(CN3CCOCC3)c(O)c(Cl)cc2c2c1CCC2
    -5	0	101	1	104	-3	13	103	-2	-14	-2
CCCOc1ccccc1C1C(C(=O)OC)=CN(C(C)C)C=C1C(=O)OC
    -5	-1	110	0	101	1	12	104	0	-54	-1
O=C(CCn1c(SCC(=O)NCc2ccco2)nc2ccccc2c1=O)NCCc1ccccc1
    4	-10	97	3	104	3	17	99	5	-16	-3
O=C(CCc1nc2ccccc2[nH]c1=O)OCC(=O)c1ccc(Cl)cc1
    -6	2	100	-5	99	-3	22	100	-2	14	-5
Cc1cc(N/C=C\c2nnnn2-c2ccc(F)cc2)no1
    -4	0	103	0	103	0	7	106	-1	-41	-4
Cc1ccc(CN2CC(C(=O)Nc3ccc(F)c([N+](=O)[O-])c3)CC2=O)cc1 (stereo not drawn)
    -2	-6	99	-2	102	-4	6	99	0	-47	-2
Cc1cc(Nc2ccccc2)nn1C(=O)c1ccccc1
    -4	1	116	-4	115	-2	9	105	0	-58	-2
C=CCOc1ccccc1CN1CCSCC1
    -4	-6	106	-6	103	-1	67	102	0	43	-2
CCC(c1nnnn1Cc1ccco1)N(CCc1ccccc1)Cc1cc2ccc(OC)cc2[nH]c1=O (stereo not drawn)
    -6	-8	102	-5	107	0	57	105	0	-25	-6
COc1ccc(-c2cnc(SCC(=O)Nc3nc(C(C)(C)C)cs3)n2Cc2ccco2)cc1
    -8	0	98	-3	98	-3	18	100	-6	-17	-8
CCOc1ccc(-c2nnc(N3CCCCC3)c3ccccc23)cc1
    -1	-16	96	-12	101	0	25	99	0	-5	-8
CCNC(=O)CSc1nnc(-c2ccc(OC)cc2)n1CC(C)C
    0	-8	101	-6	104	4	43	101	2	-62	-7
Nc1cccc(C(=O)Nc2ccco2)c1
    -1	-9	91	-5	97	0	27	98	0	-44	-2
Cc1c(NC(=O)C(C)OC(=O)c2cccc(S(=O)(=O)N(C)C)c2)c(=O)n(-c2ccccc2)n1C (stereo not drawn)
    -5	-6	104	-4	103	0	22	103	-3	-12	-2
Cc1cccn2c(=O)c(/C=C(\C#N)C(=O)NCc3ccco3)c(N3CCC(C(N)=O)CC3)nc12
    -12	-10	100	-3	97	-7	18	99	-5	0	-16

# Next results follow:
# Second line of a record: Bcl-XL Bim block	Bfl-1 Bim block	RGS7-Gao	Bim-Bcl-2	RGS4-Gao reg	Bcl-W Bim block	GSH fluor	RGS8-Gao	Mcl-1 Bim block	Mcl1-Bid inh	Bim-Bcl-B
OCC1(Cc2cccc(F)c2)CCN(Cc2cccc3nccnc23)CC1
    0	-3	95	-6	98	-2	19	102	0	-57	-3
COc1ccc(C)cc1NC(=O)NCc1ccccc1F
    -6	-6	99	-4	100	-3	13	100	-3	-2	-6
O=C(NCCOC(=O)c1ccncc1)c1ccccc1
    -5	-9	103	-5	102	0	24	103	-2	-17	-9
O=C(Cc1c(Cl)cccc1Cl)Nc1cccc(S(=O)(=O)N2CCOCC2)c1
    -4	-3	98	-1	100	-1	19	101	2	-15	-1
COc1ccc(/C=C/C(=O)NC(=S)Nc2ccc(C(=O)O)cc2)cc1
    3	9	102	7	103	2	6	106	2	-39	8
Oc1ccccc1/C=N/Nc1cc(N2CCCC2)nc(N2CCCC2)n1
    -17	-7	104	-10	102	-10	23	102	-9	-52	-6
O=C(c1cccnc1)C1CCCN(Cc2nc(Cc3ccccc3F)no2)C1 (stereo not drawn)
    -3	-7	98	-5	97	1	12	100	2	-5	-2
CCN1CCN(c2nc(-c3ccncc3)nc3ccccc23)CC1
    2	-5	103	-4	100	2	11	103	5	-15	-3
